# Assay outcomes (PubChem)
# uPA surface inh = qHTS for Inhibitors of Cell Surface uPA Generation | cell surface uPA generation assay, qHTS | Potency, µM (highest dose often 38.3 µM), inactives show at the top dose activity change, negative = inhibition, usual class: inhibitors | 330,000 tested, 0.31% active; active means well fitted inhibition curve with a large enough effect; inconclusive means small, poorly fitted or top-dose-only effect; inactive means no such curve, though single readings can be large or run the other way; tested in mouse RAW 264.7 cells; further: on the % scale 0 is the no-effect control and ±100 the full control effect; nearly all actives have a fitted effect of over 55% in size
# p53 reactivator = qHTS assay for re-activators of p53 using a Luc reporter; H1299 p53-A138V BP100-luciferase reporter, luminescence, 24 h; Potency, µM (titrated, usually from 92.2 µM), for inactives: at the top dose activity change, positive = activation, hits mostly activators; 320,000 tested, 0.063% active; AID 504706, 2011; further: % of control where 0% means no effect; nearly all actives have a fitted effect of over 45% in size
#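 H1299 (p53-null), stable ts p53-A138V + BP100-Luc; 1000 cells/well, Opti-MEM/10% FBS; cpd 4 pt, 1:5; 24 h, 37 deg C, 5% CO2; detection reagent 10 min RT; luminescence.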
# MLL CXXC-DNA inh = qHTS Fluorescence Polarization Assay for Inhibitors of MLL CXXC domain - DNA interaction. AID 2662, 2010. Potency, µM (doses to about 115 µM), for inactives: top-dose activity change, negative = inhibition, most hits filed as inhibitors. MLL-CXXC / FITC-HOXA9 DNA fluorescence polarization. Histone-lysine N-methyltransferase 2A (Homo sapiens), Q03164. 290,000 tested, 0.037% active; active means well fitted inhibition curve with a large enough effect in the polarisation, with a control signal flat, not every such curve was filed as active; inconclusive means small, poorly fitted or top-dose-only effect, or effect the other way, or a change in a side signal; inactive means no such curve, though single readings can be large or run the other way; the % refers to the polarisation
#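 Steps: dispense CXXC domain solution (7 uM) → pin compounds or unlabeled HOX-A9 DNA control → 5 min ambient → add FLSN-HOX-A9 solution (50 nM) → spin → 30 min ambient → fluorescence polarization. Tris pH 7.5/NaCl/DTT/BSA buffer.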
# RORg inh = qHTS for inhibitors of ROR gamma transcriptional activity; AID 2551, 2010; Potency, µM (titrated, usually from 53.6 µM), for the others: at the top dose activity change, negative = inhibition, usual class: inhibitors; Drosophila S2 Gal4-RORgamma UAS-luciferase reporter, 20 h; Nuclear receptor ROR-gamma (Mus musculus), P51450; 310,000 tested, 5.4% active; further: on the % scale 0 is the no-effect control and ±100 the full control effect; nearly all actives have a fitted effect of over 60% in size
#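 Drosophila S2 cells stably expressing Gal4-DBD/mouse RORγ fusion under metallothionein promoter plus UAS-luciferase; compound 1 h, then 700 uM CuSO4 induction for 20 h at ambient temperature; inhibition read as reduced luminescence.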
# Rab9 promoter act = qHTS Assay for Rab9 Promoter Activators. Huh7 Rab9 promoter-luciferase reporter, luminescence, 24 h. Potency, µM (highest dose often 9.22 µM), for inactives: top-dose activation, negative = inhibition, most hits filed as activators. AID 485297, 2010. 320,000 tested, 2.8% active; further: % of control where 0% means no effect; nearly all actives have a fitted effect of over 60% in size
#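 Huh7 cells stably carrying Rab9 promoter–luciferase reporter, plated 1500 cells/well, compound added after 2 h and incubated 24 h at 37 °C; luciferase luminescence then read after 10 min with detection reagent.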
# BRCA1 expr act = qHTS Assay to Identify Small Molecule Activators of BRCA1 Expression; 380,000 tested, 1.1% active; MCF7-BRCA1-FFLuc reporter, luminescence, 48 h; response scale: scaled: vehicle 0%, 10 µM genistein 100%; AID 624202, 2012; Potency, µM (top dose mostly 46.1 µM), inactives show at the top dose activation, actives largely listed as activators; further: nearly all actives have a fitted effect of over 80% in size; some results filed as inactive show a strong effect at the top dose
#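 Reporter cells (MCF7, BRCA1 promoter-firefly luciferase) received library compounds across a concentration series for 48 h. End-point luminescence was measured and concentration-effect curves derived after normalization.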
# VP16 counter = VP16 counterscreen qHTS for inhibitors of ROR gamma transcriptional activity; Drosophila S2 Gal4-VP16 UAS-luciferase, luminescence, 20 h; Potency, µM (doses to about 53.6 µM), for inactives: at the top dose activity, negative = inhibition, most hits filed as inhibitors; 310,000 tested, 3.5% active; AID 2546, 2010;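 further: Gal4-VP16 expression switched on by copper sulfate through the metallothionein promoter; on the % scale 0 is the no-effect control and ±100 the full control effect; nearly all actives have a fitted effect of over 50% in size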
# FLuc modulator = qHTS profiling assay for firefly luciferase inhibitor/activator using purifed enzyme and Km concentrations of substrates (counterscreen for miR-21 project); 360,000 tested, 6.9% active; purified FLuc, Km substrates, luminescence inhibition; Luciferin 4-monooxygenase (Photinus pyralis), P08659; Potency, µM (highest dose often 57.5 µM), without a hit: top-dose activity change, negative = inhibition, actives largely listed as inhibitors;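 further: plate controls were vehicle for no effect and reference inhibitor for full effect; nearly all actives have a fitted effect of over 55% in size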
#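 Purified P. pyralis luciferase (10nM final) with 10uM D-luciferin and 10uM ATP (Km levels) in 50mM Tris acetate pH 7.5, 10mM Mg acetate, 0.01% Tween-20, 0.05% BSA; qHTS 6-point titration, ~60 µM downward; luminescence read.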
# MBNL1 CUG block = qHTS Assay for Inhibitors of MBNL1-poly(CUG) RNA binding; Muscleblind-like protein 1 (Homo sapiens), Q9NR56; TR-FRET MBNL1-His/biotin-(CUG)12 binding, 665/545 ratio; Potency, µM (doses to about 57.5 µM), for the others: top-dose activity change, negative = inhibition, most hits filed as inhibitors; 280,000 tested, 0.036% active; AID 2675, 2010; active means well fitted inhibition curve with a large enough effect in the signal ratio, with a control signal flat, not every such curve was filed as active; inconclusive means small, poorly fitted or top-dose-only effect, or effect the other way, or a change in a side signal; inactive means no such curve, though single readings can be large or run the other way; the % refers to the signal ratio; further: on the % scale 0 is the no-effect control and ±100 the full control effect
#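 Ratiometric TR-FRET (665 over 545 nm, excitation 340 nm) tracks disruption of MBNL1-His/biotin-(CUG)12 complex after 60 min at room temperature, with compounds at 92 nM to 58 uM final.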
# NPC1 prom act = qHTS Assay for NPC1 Promoter Activators; Huh7 NPC1 promoter luciferase reporter, 24 h; Potency, µM (titrated, usually from 9.22 µM), for inactives: top-dose activation, actives largely listed as activators; 320,000 tested, 2.4% active;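 further: % of control where 0% means no effect; nearly all actives have a fitted effect of over 60% in size; reporter is driven by a mutant NPC1 promoter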
#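 Luciferase expression driven by the NPC1 promoter was measured in stably transfected Huh7 cells after a 24 h compound incubation, using a luciferase reagent and a luminescence read.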
# ELG1 genotox = qHTS screen for small molecules that induce genotoxicity in human embryonic kidney (HEK293T) cells expressing luciferase-tagged ELG1; HEK293T ELG1-luciferase reporter, luminescence, 16 h; Potency, µM (titrated, usually from 46 µM), without a hit: at the highest dose activity change, positive = activation, hits mostly activators; 330,000 tested, 1.3% active; further: % of control where 0% means no effect; nearly all actives have a fitted effect of over 60% in size
#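 Cells (2,000/well) expressing the ELG1-luciferase fusion are dosed by pin tool and kept 16 hr at 37 °C, 5% CO2. Signal comes from ONE-Glo luciferase reagent after 30 min at room temperature.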
# The depositor's hits bear a star; u = inconclusive; x = no result given; & = joins results of further samples; [ ] = dose if it differs, or a comment. Unless noted, the call rests on the fitted dose curve; in most records, active means well fitted curve in the direction sought with a large enough effect; inconclusive means small, poorly fitted or top-dose-only effect, or another doubt; inactive means no such curve, though single readings can be large; an effect the other way counts as inactive or inconclusive. Potency means the concentration at half of the fitted maximal effect.
SMILES,uPA surface inh,p53 reactivator,MLL CXXC-DNA inh,RORg inh,Rab9 promoter act,BRCA1 expr act,VP16 counter,FLuc modulator,MBNL1 CUG block,NPC1 prom act,ELG1 genotox
COc1ccc(S(=O)(=O)N2CCC(C(=O)N3CCc4ccccc4C3)CC2)cc1Cl,2%,3%,13%,20%,12%,-12%,1%,-2%,-4%,-4%,-9%
Cc1ccc(CNC(=O)COC(=O)CCCOc2ccc(Cl)cc2Cl)cc1,12%,-16%,-7%,-25%,-4%,3%,u,u,u,1%,-1%
Nc1cc(N)nc(SCCN2CCCCC2)n1,-2%,-1%,9%,-17%,-5%,6%,-8%,6%,-4%,-4%,2%
CCOc1ccc(C2C3=C(CCCC3=O)N(CC(=O)O)C3=C2C(=O)CCC3)cc1,4%,8%,-2%,-32%,-3%,-14%,-3%,-9%,u,6%,2%
COc1cccc(-n2c([S-])c(C(=O)Nc3ccc(S(=O)(=O)N4CCOCC4)cc3)[n+]3cc(C(N)=O)ccc23)c1,1%,0%,18%,12%,-4%,-38%,-5%,0%,17%,-2%,4%
O=C(N/N=C\c1ccc(O)c([N+](=O)[O-])c1)C1COc2ccccc2O1 (stereo not given),-25%,2%,-20%,26%,13%,-9%,5%,-16%,x,-1%,0%
O=C(NC1CC1)c1cccc(NC(=O)c2cn3ccccc3n2)c1,-6%,u,x,x,3.2µM*,51%,x,x,x,u,12%
Cc1ccc(C(=O)OCC(=O)NC(=O)Cc2ccccc2)c(O)c1,-12%,-20%,u,-15%,3%,-1%,-8%,-3%,-6%,0%,-1%
CCOc1ccc(CC(=O)Nc2c(C(N)=O)oc3ccc(Br)cc23)cc1OCC,-10%,1%,u,6%,-1%,30%,-8%,9%,9%,-2%,-3%
Cc1cc(-c2c(C)[nH]n(-c3ccc(Cl)cc3)c2=O)n(-c2ccccc2)n1,0%,-9%,9%,29%,5%,7%,-8%,-16%,0%,-2%,0%
O/N=C/c1ccc(-c2ccccc2OC(F)(F)F)o1,-9%,-6%,-1%,-18%,1%,-11%,-13%,-5%,x,-5%,1%
CC1=C(C(=O)OC(C)C)C(/C=C/c2ccccc2)NC(=O)N1 (stereo not given),2%,-2%,-3%,0%[10 µM],-4%,19%,0%,2%,-4%,6%,14%
Cc1ccccc1-n1ncc2c1CC(C)(C)CC2NC(=O)c1cn[nH]c1C (stereo not given),10%,6%,32%[activator],16%,-5%,4%,-1%,3%,-1%,-6%,8%
CCN(Cc1ccccc1)C(c1ccccn1)c1nnnn1C(C)(C)CC (stereo not given),-1%,-2%,15%,10%,-2%,-15%,0%,5%,-4%,1%,-1%
COc1ccc(C(=O)Nc2ccc(F)cc2F)cc1OC,-1%,1%,0%,19%,15%,20%,-3%,-1%,-12%,13%,14%
CCOc1ccc(CC(=O)Nc2nccs2)cc1,-2%,3%,9%,28%,-4%,42%,-6%,0%,2%,-1%,0%
COC(=O)c1cc(-n2cccc2)ccc1N1CCOCC1,-1%,-1%,0%,5%,-12%,-34%,8%,-3%,x,-1%,0%
C=CCn1c(C)cc(C(=O)CSc2nnc(C3CC3)n2C2CC2)c1C,u,u,x,x,15%,u,x,3µM*,x,17%,11%
Cc1cc(N)n(-c2ccccc2)n1,7%,-2%,-2%,13%,3%,36%,-5%,0%,5%,2%,1%
CCOC(=O)COc1nc(Nc2ccccc2C)nc(N(C)C)n1,-5%,-1%,4%,13%,2%,-19%,6%,-17%,-3%,-5%,1%
O=C(COc1ccccc1)Nc1c(Cl)ccc2nsnc12,-4%,3%,17%,9%,u,-3%&15%,-3%,-4%&-3%,u,-2%,-8%
C=CCNc1oc(-c2ccco2)nc1S(=O)(=O)c1ccccc1,3%,-6%,0%,40%,5%,-5%,0%,8%,9%,-9%,-4%
COc1cccc(-c2nc3c(c(=O)[nH]c(=O)n3Cc3ccccc3)n2CCO)c1OC(F)F,-4%,-3%,0%,2%,-6%,-21%,-6%,2%,6%,-2%,1%
Nc1c(C(=O)NC2CCCCC2)c2nc3ccccc3nc2n1/N=C/c1ccco1,x,0%,85%[activator],13µM*,4%,x,u,-1%,-14%,1%,-7%
COCCN(C(=O)CSc1nnc(-c2ccc(C)cc2)n1N)c1c(N)n(Cc2ccccc2)c(=O)[nH]c1=O,4%,-4%,-1%,3%,-1%,-23%,2%,0%,-2%,-1%,2%

# Molecules listed so far that have a Cl atom (four):
SMILES,uPA surface inh,p53 reactivator,MLL CXXC-DNA inh,RORg inh,Rab9 promoter act,BRCA1 expr act,VP16 counter,FLuc modulator,MBNL1 CUG block,NPC1 prom act,ELG1 genotox
COc1ccc(S(=O)(=O)N2CCC(C(=O)N3CCc4ccccc4C3)CC2)cc1Cl,2%,3%,13%,20%,12%,-12%,1%,-2%,-4%,-4%,-9%
Cc1ccc(CNC(=O)COC(=O)CCCOc2ccc(Cl)cc2Cl)cc1,12%,-16%,-7%,-25%,-4%,3%,u,u,u,1%,-1%
Cc1cc(-c2c(C)[nH]n(-c3ccc(Cl)cc3)c2=O)n(-c2ccccc2)n1,0%,-9%,9%,29%,5%,7%,-8%,-16%,0%,-2%,0%
O=C(COc1ccccc1)Nc1c(Cl)ccc2nsnc12,-4%,3%,17%,9%,u,-3%&15%,-3%,-4%&-3%,u,-2%,-8%

# Going on with the list.
SMILES,uPA surface inh,p53 reactivator,MLL CXXC-DNA inh,RORg inh,Rab9 promoter act,BRCA1 expr act,VP16 counter,FLuc modulator,MBNL1 CUG block,NPC1 prom act,ELG1 genotox
CCCc1cc(=O)[nH]c(SCC(=O)Nc2ccc(Br)cc2Br)n1,1%,0%,-7%,-13%,-2%,-12%,7%,u,-7%,-6%,0%
CC(C)(C)n1nc2c(c1NC(=O)Cc1cccc3ccccc13)CS(=O)(=O)C2,1%,3%,-6%,17%,1%,1%,-5%,1%,-3%,-3%,2%
CCn1cc(C(=O)O)c(=O)c2cc3c(cc21)OCO3,x,1%,3%&-8%,-34%,-10%[46.1 µM],x,-10%,1%,-15%,-1%[46.1 µM],2%
CCn1c(SC/C=C/c2ccccc2)nnc1-c1cnccn1,-2%,3%,0%,29%,11%,12%,19%,2%[2.3 µM],-6%,0%,-5%
N/C(=N\S(=O)(=O)c1cc(C(F)(F)F)cc(C(F)(F)F)c1)c1ccncc1,9%,2%,32%[activator],15%,-1%,-3%,-4%,-3%,-6%,-5%,-2%
Cc1scc(C(=O)Nn2cnnc2)c1-c1ccccc1,1%,3%,-2%,-15%,-2%,8%,-2%,0%,-10%,2%,-3%
Cc1nc(C)c(N)c(=O)[nH]1,6%,1%,5%,6%,6%,0%,0%,6%,-5%,-4%,-13%
Brc1cccc(CSc2nnc(-c3ccncc3)o2)c1,2%,-2%,5%,-27%,-1%,4%,-8%,4%,31%[activator],-5%,-15%
Cc1ccc(OCC(O)CNC2CCCC2)c(C)c1 (stereo not given),-10%,1%,5%,-12%,3%,-5%,4%,2%,16%,-4%,1%
NC(=S)N/N=C/c1ccc(/C=N/NC(N)=S)cc1,9%,1%,5%,-16%,-1%,16%,-6%,0%,12%,-3%,-2%
COCCN(CCOC)Cc1c(O)ccc2c1O/C(=C\c1ccco1)C2=O,4%,-4%,u,17%,-2%,-12%,-6%,-5%,u,-1%,-2%
O=C(COc1ccc2ccccc2c1)N1CCCC1,3%,3%,9%,41%[0.365 µM],u,11µM*,x,u,3%,u,u
CCCCCCCCCCS(=O)(=O)N/N=C/c1ccc(O)cc1,u,-4%,0%,-1%,-3%,-16%,u,0%,-8%,-2%,0%
Cc1ccc2[nH]c3c(c2c1)CN(C(=O)CN(C)CC1OCCO1)CC3,2%,0%,7%,-24%,-3%,3%[1.84 µM],0%,7%,-19%,-2%,0%

# The list is partial; count on the stated rates, not on these rows.
